Assay outcomes from PubChem BioAssay.
GRK2 aptamer HTS: compounds blocking aptamer binding on GRK2 – biochemical, human GRK2, bead flow cytometry, HTS, primary screen; Beta-adrenergic receptor kinase 1 (Homo sapiens), P25098; AID 488847, 2010; FAM-aptamer displacement from GRK2; 330,000 tested, 0.59% active; inhibition of aptamer binding, % at 10 µM;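 active means inhibition of aptamer binding above 40%, roughly 3 SD of noise, on plates passing a quality check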;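 further: median bead fluorescence of bound FAM aptamer so fluorescent compounds give negative values; no value below 0 was filed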
AGP1 TOR yeast: modulators of AGP1-GFP expression in yeast TOR pathway, primary screen, cell-based, multiplex flow cytometry, S. cerevisiae, MLPCN library. 3 h; GFP as percent of DMSO wells. GFP response vs DMSO, % at 10 µM. 320,000 tested, 0.02% active;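 active means GFP response relative to DMSO above a set limit, near screen average plus 3 SD, cut at about 150% in these data; inconclusive means fewer than 70 cells counted for the yeast strain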;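 further: median GFP channel fluorescence of the gated AGP1 strain per well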
CIT2 TOR yeast: modulators of CIT2-GFP expression in yeast, primary screen, S. cerevisiae, GFP fusion, multiplex flow cytometry, MLPCN library; S. cerevisiae CIT2-GFP strain, 3 h; 100 means same as DMSO wells; GFP response vs DMSO, % at 10 µM; 320,000 tested, 0.065% active; AID 2029, 2009;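 active means GFP response relative to DMSO above a set limit, near the screen mean plus 3 SD, cut at about 150% in these data; inconclusive means Fewer than 70 cells measured for a yeast strain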;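 further: ratio of well median GFP fluorescence to mean of DMSO wells on the plate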
CR mimetic SO: reduction of superoxide in aged yeast, primary screen, HTS; 330,000 tested, 0.18% active; AID 2690, 2010; S. cerevisiae aged cells, superoxide DHE fluorescence; active compounds read low; superoxide response (% of plate mean), % at 10 µM;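 active means superoxide response under a set limit, about three screen SD below normal, cut at about 65% in these data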;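 further: yeast aged for seven days with compound at 30 °C before DHE staining; 100% = average MFI of all compound-treated wells on the plate with controls excluded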
MEP2-GFP yeast: modulators of MEP2-GFP levels in yeast, primary screen, S. cerevisiae, multiplex flow cytometry, MLPCN library. 330,000 tested, 0.51% active. AID 2016, 2009. S. cerevisiae MEP2-GFP strain, 3 h; 100% = DMSO control level. GFP response vs DMSO, % at 10 µM;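 active means GFP response versus DMSO above a set limit, roughly screen mean plus 3 SD, cut at about 180% in these data; inconclusive means fewer than 70 cells counted for a yeast strain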;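 further: median GFP fluorescence of the barcode-gated MEP2-GFP cells per well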
VLA-4 inh: inhibition in human VLA-4 binding assay, primary screen, VLA-4 allosteric modulator project, MLPCN library, flow cytometry, VLA-4 expressing cells; AID 2557, 2010; inhibition, % (about 7 µM as worked out from the volumes in the protocol); 330,000 tested, 0.2% active; Integrin alpha-4 (Homo sapiens), P13612; ligand binding flow cytometry; in the data active means inhibition above about 50%
Target sequence (P13612 whole entry, looked up): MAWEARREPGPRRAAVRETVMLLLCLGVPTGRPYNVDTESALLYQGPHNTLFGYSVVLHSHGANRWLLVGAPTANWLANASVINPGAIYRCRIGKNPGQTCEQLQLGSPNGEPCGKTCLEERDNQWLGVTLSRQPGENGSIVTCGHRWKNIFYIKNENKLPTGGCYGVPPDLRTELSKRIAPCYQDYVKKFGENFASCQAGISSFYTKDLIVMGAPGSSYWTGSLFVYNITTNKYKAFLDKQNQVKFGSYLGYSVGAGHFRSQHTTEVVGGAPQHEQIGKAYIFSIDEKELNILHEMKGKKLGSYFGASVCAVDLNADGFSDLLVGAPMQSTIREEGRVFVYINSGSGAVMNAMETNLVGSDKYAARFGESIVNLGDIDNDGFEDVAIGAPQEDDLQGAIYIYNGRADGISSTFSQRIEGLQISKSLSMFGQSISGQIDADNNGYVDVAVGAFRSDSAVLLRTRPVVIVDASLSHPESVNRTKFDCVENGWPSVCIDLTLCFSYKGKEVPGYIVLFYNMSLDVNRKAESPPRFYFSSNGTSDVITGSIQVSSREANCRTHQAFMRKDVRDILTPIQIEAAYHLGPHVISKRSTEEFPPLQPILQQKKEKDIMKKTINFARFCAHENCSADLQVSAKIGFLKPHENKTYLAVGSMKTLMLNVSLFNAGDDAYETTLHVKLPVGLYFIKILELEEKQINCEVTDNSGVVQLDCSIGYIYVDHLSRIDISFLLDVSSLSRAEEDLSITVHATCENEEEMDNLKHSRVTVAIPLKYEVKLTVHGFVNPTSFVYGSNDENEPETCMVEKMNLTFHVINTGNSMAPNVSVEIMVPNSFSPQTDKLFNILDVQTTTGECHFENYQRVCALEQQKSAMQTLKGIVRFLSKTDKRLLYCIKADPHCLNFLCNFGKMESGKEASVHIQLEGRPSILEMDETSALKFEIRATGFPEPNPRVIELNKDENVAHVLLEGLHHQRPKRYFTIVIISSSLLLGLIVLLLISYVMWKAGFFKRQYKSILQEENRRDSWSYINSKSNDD
RPL19A-GFP yeast: RPL19A-GFP expression modulators in yeast, primary screen, cell-based, S. cerevisiae, multiplex flow cytometry, MLPCN | S. cerevisiae RPL19A-GFP strain, 3 h; active compounds read low | percent response vs DMSO, % at 10 µM | 330,000 tested, 0.3% active | AID 2025, 2009;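 active means percent response vs DMSO below 50%; inconclusive means fewer than 70 events counted for the yeast strain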;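 further: median channel GFP fluorescence of the barcoded RPL19A-GFP strain; ratio of sample median GFP to plate DMSO average so 100% = DMSO; lower means less RPL19A-GFP as with rapamycin TOR inhibition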
LAP4 TOR yeast: modulators of LAP4-GFP expression in yeast, primary screen, S. cerevisiae, multiplex flow cytometry, MLPCN library. 3 h; median GFP as percent of DMSO wells. GFP response vs DMSO, % at 10 µM. 320,000 tested, 0.34% active;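 active means GFP response vs DMSO above a set limit, about the screen mean plus 3 SD, cut at about 150% in these data; inconclusive means under 70 cell events counted for the yeast strain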
Starred values were filed as active, the others as inactive; ? = inconclusive; · = no result given; [ ] = remark or other dose. Compounds were not picked by outcome. Share with any hit: about 1.7%.

SMILES | GRK2 aptamer HTS | AGP1 TOR yeast | CIT2 TOR yeast | CR mimetic SO | MEP2-GFP yeast | VLA-4 inh | RPL19A-GFP yeast | LAP4 TOR yeast
O=C(C[n+]1ccccc1)N/N=C/c1ccc(O)cc1 | 0 | 104 | 100 | 91 | 102 | 13 | 104 | 111
Cc1ccc(NC(=O)c2c(C)nc3sc(C(=O)NC4CCCC4)c(N)c3c2-c2ccco2)c(C)c1 | 2 | 108 | 103 | 119 | 105 | 8 | 102 | 106
CS(=O)(=O)N(CC(=O)N1CCCC1)Cc1ccc(F)cc1 | 1 | 86 | 92 | 97 | 108 | 3 | 96 | 82
Cc1ccc(N=C2NC(=O)/C(=C/c3cccn3C)S2)c(C)c1 | 0 | 104 | 95 | 109 | 98 | 21 | 98 | 114
CCCCn1c(N)c(N(CCOC)C(=O)c2cnccn2)c(=O)[nH]c1=O | 11 | 107 | 109 | 81 | 107 | -5 | 102 | 108
O=C(O)c1cc(NN=Nc2cccc(S(=O)(=O)O)c2)cc([N+](=O)[O-])c1 | 2 | 101 | 109 | 101 | 106 | -2 | 105 | 101
COC(=O)C1CCN(C(=O)C2CCCCC2)CC1 | 4 | 103 | 98 | 90 | 100 | -8 | 100 | 98
CCOC(=O)N1CCN(C(=O)CNC2CCCCCCC2)CC1 | 2 | 103 | 104 | 89 | 104 | 2 | 106 | 96
Cc1ccc(S(=O)(=O)NNC(=S)NCC2CCCO2)cc1 (stereo not drawn) | 0 | 100 | 105 | 98 | 103 | -8 | 98 | 104
Cc1cccc(NC(=O)CSc2nnc(CNC(=O)c3ccco3)n2C)c1C | 0 | 101 | 92 | 96 | 99 | 13 | 97 | 105
Cc1ccc(NC(=O)c2oc3ccccc3c2C)c([N+](=O)[O-])c1 | 4 | 99 | 105 | 115 | 94 | 13 | 94 | 97
O=C1c2ccccc2C(Nc2ccc(F)c(Cl)c2)N1Cc1ccco1 (stereo not drawn) | 0 | 99 | 93 | 91 | 101 | 15 | 97 | 104
Cc1ccc(C2(C)NC(=O)N(CC(=O)N(C)CC(=O)Nc3cccc4ccccc34)C2=O)cc1 (stereo not drawn) | 0 | 103 | 107 | 118 | 101 | 16 | 100 | 104
Cc1ccc(/C(N)=N/OC(=O)N2c3ccccc3Sc3ccccc32)cc1 | 2 | 68 | 95 | 91 | 96 | 7 | 94 | ·
Clc1ccc(-c2csc(N3CCC(c4ccccc4)C3)n2)cc1 (stereo not drawn) | 3 | 98 | · | 93 | 91 | 11 | 96 | 91
O=C(NCc1c(Cl)cccc1Oc1ccccc1)c1ccccc1 | 3 | 104 | 96 | 117 | 97 | -3 | 100 | 104
COc1cc(CN2CCN(C3CCC3)CC2CCO)cc(OC)c1 (stereo not drawn) | 0 | 91 | 96 | 114 | 107 | -10 | 95 | 85
COCc1c(C(=O)N2CCN(Cc3ccc(C#N)cc3)CC2)oc2ccccc12 | 1 | 101 | 98 | 96 | 100 | 15 | 97 | 93
COc1ccc(N2C(=O)NC(NS(=O)(=O)c3ccc(Cl)cc3)(C(F)(F)F)C2=O)cc1 (stereo not drawn) | 3 | 101 | 102 | 103 | 100 | 14 | 104 | 97
COc1ccc(C2NC(=O)NC(C)=C2C(=O)OCc2ccccc2)cc1 (stereo not drawn) | 0 | 100 | 102 | 106 | 106 | 16 | 104 | 99
O=C(Nc1cc(Cl)cc(Cl)c1)N1CCCN(Cc2ccccc2)CC1 | 0 | 120 | 109 | 80 | 91 | 8 | 95 | 105
O=C1/C(=N\S(=O)(=O)c2cccs2)C([n+]2cccc(Cc3ccccc3)c2)=C([O-])c2ccccc21 | 0 | 101 | 92 | 122 | 113 | -1 | 103 | 102
CCOC(=O)c1sc2nc(C)nc(NC3CCC(O)CC3)c2c1C (stereo not drawn) | 4 | 88 | 95 | 98 | 101 | -4 | 97 | 92
CSc1nc2cc(C)nn2c(-c2ccccc2)c1C#N | 0 | 104 | 102 | 115 | 105 | 4 | 106 | 94
CN(C)CCCNC(=S)N(CCO)Cc1cc2cc3c(cc2[nH]c1=O)OCO3 | 0 | 98 | 100 | 105 | 102 | -3 | 98 | 92
Oc1ccccc1C(=S)N1CCN(c2cccc(Cl)c2)CC1 | 0 | 93 | 95 | 110 | 87 | 24 | 99 | 102
Cc1c2n(c3ccccc13)CCN(C)C2 | 4 | 94 | 95 | 106 | 100 | 28 | 96 | 96
COc1ccc(C(=O)Nc2ccccc2C(=O)NCc2ccco2)cc1OC | 0 | 100 | 82 | 102 | 92 | 6 | 94 | 85
NC(=O)/C(=N\OC(=O)c1ccco1)c1nc(-c2ccc(Br)cc2)cs1 | 2 | · | 79 | 112 | 98 | -21 | 84 | 118
[O-]/C(=C(\C(=S)NCc1ccc2c(c1)OCO2)[n+]1ccccc1)c1ccc(Cl)s1 | 4 | 101 | 96 | 102 | 100 | -6 | 97 | 109
CCOc1ccc(/C=N/N2C(C)CCCC2C)cc1OC (stereo not drawn) | 0 | 85 | 93 | 98 | 84 | 21 | 85 | 83
O=C(NC1CCCC1)C1CCN(C(=O)NCc2ccccc2)CC1 | 2 | 100 | 75 | 104 | 100 | 28 | 101 | 93
Cc1ccccc1OCC(=O)NCCCNC(=O)c1ccco1 | 3 | 104 | 103 | 93 | 97 | -1 | 99 | 91
O=C(O)[C@@H]1Cc2ccccc2N1 | 0 | 113 | 107 | 114 | 102 | -6 | 96 | 111
CCOc1ccc(S(=O)(=O)Nc2nc3ccccc3nc2Nc2ccc(N3CCOCC3)cc2)cc1 | 4 | 93 | 98 | 85 | 103 | -3 | 108 | 88
COc1ccc(C2(c3ccc(OC)cc3)NC(=O)N(CC(=O)NC3CCS(=O)(=O)C3)C2=O)cc1 (stereo not drawn) | 0 | 98 | 111 | 104 | 104 | 2 | 99 | 100
COc1ccc(COC(=O)C2=C(C)NC(=O)NC2c2ccc(O)cc2)cc1 (stereo not drawn) | 0 | 85 | 94 | 103 | 82 | 7 | 92 | 74
O=C(/C=C\c1ccc2c(c1)OCO2)Nc1nnc(SCC(=O)OCc2ccccc2)s1 | 0 | 82 | 93 | 96 | 87 | -5 | 95 | 72
COCCn1c(C)cc(C(=O)COC(=O)c2ccc(Br)o2)c1C | 0 | 99 | 98 | 89 | 100 | 26 | 96 | 103
Cc1ccc(CS(=O)(=O)CCC(=O)NCc2ccc(F)cc2)cc1 | 0 | 106 | 111 | 88 | 103 | 7 | 102 | 101
Cc1ccc(S(=O)(=O)c2cccc(S(=O)(=O)N3CCOCC3)c2)cc1S(=O)(=O)N1CCOCC1 | 2 | 90 | 87 | 92 | 94 | 4 | 92 | 92
CCOC(=O)Cn1nc(-c2ccccc2)nc1-c1ccccc1 | 17 | 104 | 107 | 84 | 100 | -10 | 98 | 98
Cc1cc(CSCc2ccc(Cl)cc2)no1 | 1 | 90 | 95 | 108 | 98 | 4 | 97 | 87
CC(C)OC(=O)CSc1nnc(-c2cnccn2)n1Cc1ccco1 | 1 | 99 | 100 | 88 | 102 | -1 | 97 | 92
CCOCCn1cnc2sc(C(=O)NCC(=O)OCC)c(C)c2c1=O | 2 | 87 | 86 | 107 | 96 | 17 | 97 | 92
CC(=O)Oc1cc(OC(C)=O)c2c(C)cc(=O)oc2c1 | 0 | 100 | 95 | 113 | 89 | 8 | · | 92
Cc1ccc(S(=O)(=O)Nc2c(C)nn(C)c2C)cc1 | 6 | 101 | 106 | 92 | 103 | 9 | 101 | 103
COc1ccccc1C(=O)N/C(N)=N/c1nc2ccccc2o1 | 0 | 92 | 92 | 99 | 92 | -5 | 93 | 83
COc1ccc2[nH]c(C(=O)N3CCN(c4ccccc4F)CC3)c(C)c2c1 | 2 | 97 | 89 | 132 | 103 | 20 | 97 | 104
COC(=O)C1=C(C)NC(=O)C1(Nc1ccc(Cl)cn1)C(F)(F)F (stereo not drawn) | 0 | 105 | 102 | 109 | 102 | -3 | 99 | 99

Carrying on.
SMILES | GRK2 aptamer HTS | AGP1 TOR yeast | CIT2 TOR yeast | CR mimetic SO | MEP2-GFP yeast | VLA-4 inh | RPL19A-GFP yeast | LAP4 TOR yeast
COc1ccc(OC)c2sc(NC(=O)C3=COCCO3)nc12 | 3 | 109 | 126 | 108 | 105 | -16 | 106 | 112
CN(C)c1cccc(C(=O)NC2CCCCCC2)c1 | 0 | 100 | 90 | 105 | 148 | 13 | 83 | 107
CCC(C)NC(=O)C(=O)NCC1CCCN1CC (stereo not drawn) | 1 | 122 | 136 | 94 | 109 | 10 | 108 | 101
Cc1ccc2c(c1)c1nnc(SCC(=O)Nc3cccc(Cl)c3C)nc1n2CC(=O)O | 3 | 107 | 106 | 110 | 95 | 9 | 99 | 104
CCOc1ccc(-n2c(C)nc3cc(C(=O)NCC4CCCO4)ccc32)cc1 (stereo not drawn) | 0 | 99 | 96 | 93 | 100 | 16 | 98 | 87
COc1ccc(S(=O)(=O)N(C)CC(=O)NCCC2=CCCCC2)cc1 | 0 | 100 | 99 | 96 | 102 | -2 | 101 | 99
Cc1sc(NC(=O)CCS(=O)(=O)c2ccccc2)c(C#N)c1C | 1 | 114 | 107 | 95 | 104 | -2 | 102 | 109
O=C(CCl)Nc1ccc(-c2ccccc2)cc1 | 0 | 110 | 77 | 110 | 123 | 12 | 103 | 97
COc1ccc(COC(=O)N/N=C(\C)CC(=O)Nc2ccc(Cl)cn2)cc1 | 0 | 110 | 100 | 106 | 100 | 38 | 101 | 109
CCOC(=O)c1c(C)[nH]c(C(=O)CSc2nnc(-c3ccncc3)n2CC)c1C | 1 | 103 | 107 | 95 | 105 | -9 | 100 | 95
CCC(C(=O)Nc1cccc(S(=O)(=O)N(C)c2ccccc2)c1)c1ccccc1 (stereo not drawn) | 0 | 104 | 105 | 92 | 108 | 9 | 105 | 96
CC(/C=N\NC(=O)c1ccc2c(c1)OCO2)c1ccccc1 (stereo not drawn) | 2 | 96 | 104 | 91 | 93 | -1 | 100 | 75
COc1cccc(CN2CC(C(=O)NC3(c4ccccc4)CC3)CCC2=O)c1 (stereo not drawn) | 6 | 95 | 89 | 88 | 98 | 11 | 88 | 101
Cn1c(=O)[nH]c(=O)c2c1nc(CN1CCN(c3cccc(Cl)c3)CC1)n2CCN1CCOCC1 | 0 | 100 | 98 | 96 | 103 | 12 | 97 | 99
CC[C@@]1(C(=O)OC)N[C@H](CN(C)S(=O)(=O)c2ccc(OC)cc2)[C@@H]2C(=O)N(C)C(=O)[C@@H]21 | 0 | 90 | 94 | 121 | 92 | 11 | 94 | 95
Cc1ccc(C23CC4CC(CC(C(=O)NCC(=O)O)(C4)C2)C3)cc1 | 2 | ? | ? | 62* | 292*[may fluoresce violet] | 0 | 30*[may fluoresce violet] | 82[may fluoresce violet]
COC(=O)c1ccccc1NC(=O)Nc1cnccn1 | 0 | 103 | 96 | 96 | 105 | -13 | 97 | 90
